# TDP1 cell CPT = DT40-hTDP1 cell growth loss with CPT; chicken DT40 Tdp1-/-;hTDP1 cells + 20 nM CPT, ATP luminescence, 48 h; Potency, µM (series often up to 46.2 µM), for the others: at the highest dose activity change, negative = growth inhibition, most hits filed as inhibitors; actives 12% (n = 420,000); further: nearly all actives have a fitted effect of over 55% in size
#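 Cell growth measured by CellTiter-Glo luminescence after a minimum 48 h, 37 C compound exposure with 20 nM CPT in Tdp1-knockout DT40 cells stably expressing hTDP1, seeded 400/well; qHTS titration format.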
# TDP1 cell noCPT = qHTS for Inhibitors of human tyrosyl-DNA phosphodiesterase 1 (TDP1): qHTS in cells in absence of CPT; DT40 Tdp1-/- hTDP1 cells, no CPT, ATP luminescence, 48 h; Potency, µM (highest dose often 46.2 µM), inactives show at the highest dose activity change, negative = growth inhibition, hits mostly inhibitors; actives 15% (n = 420,000); AID 686978, 2013; further: nearly all actives have a fitted effect of over 55% in size
#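 Chicken DT40 Tdp1-/- cells complemented with human TDP1, screened without camptothecin (DMSO vehicle only), 400 cells/well. Compounds pin-transferred, cells incubated at 37 °C for at least 48 hr. Growth read as ATP-dependent luminescence (CellTiter-Glo, 30 min at RT).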
# KAT2A inh = blocks human GCN5L2 histone acetyltransferase; Q92830; actives 0.21% (n = 390,000); AID 504327; GCN5L2 HAT assay, ThioGlo1 CoA-SH fluorescence; Potency, µM (titrated, usually from 58.9 µM), for the others: top-dose activity change, negative = inhibition, most hits filed as inhibitors
# Target sequence (Q92830 whole entry, looked up): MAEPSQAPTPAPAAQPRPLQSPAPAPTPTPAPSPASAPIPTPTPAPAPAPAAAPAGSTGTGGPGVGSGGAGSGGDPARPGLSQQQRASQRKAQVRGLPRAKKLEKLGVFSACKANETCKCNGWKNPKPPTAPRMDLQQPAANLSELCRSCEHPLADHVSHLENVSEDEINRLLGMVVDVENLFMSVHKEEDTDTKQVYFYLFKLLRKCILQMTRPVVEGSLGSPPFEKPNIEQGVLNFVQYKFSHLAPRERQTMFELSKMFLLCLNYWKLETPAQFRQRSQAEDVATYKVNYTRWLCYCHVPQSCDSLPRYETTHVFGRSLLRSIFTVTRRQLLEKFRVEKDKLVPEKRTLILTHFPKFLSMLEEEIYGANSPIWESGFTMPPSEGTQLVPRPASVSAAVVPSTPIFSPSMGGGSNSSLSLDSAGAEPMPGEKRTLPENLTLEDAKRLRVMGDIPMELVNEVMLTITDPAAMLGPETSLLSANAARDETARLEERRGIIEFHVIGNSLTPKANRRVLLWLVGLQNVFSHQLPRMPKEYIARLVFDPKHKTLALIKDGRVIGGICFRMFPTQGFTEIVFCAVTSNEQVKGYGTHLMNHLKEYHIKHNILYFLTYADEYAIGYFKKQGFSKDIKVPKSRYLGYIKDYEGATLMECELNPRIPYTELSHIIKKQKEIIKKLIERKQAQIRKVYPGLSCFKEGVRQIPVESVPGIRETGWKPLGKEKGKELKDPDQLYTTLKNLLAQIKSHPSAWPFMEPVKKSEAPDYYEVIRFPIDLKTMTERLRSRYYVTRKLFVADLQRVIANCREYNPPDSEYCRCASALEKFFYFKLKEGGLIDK
#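 Titration-based screen in which CoA formation is detected via maleimide probe ThioGlo1 (50uM) turning fluorescent on thiol reaction; substrates H3(1-25) 75uM and acetyl-CoA 70uM, GCN5L2 20nM, 20 min incubation at room temperature.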
# An asterisk follows results filed as active; u = inconclusive; x = not tested or not shown; [ ] = another dose, or the depositor's remark. The call rests on the fitted dose curve; in most records, active means well fitted curve in the direction sought with a large enough effect; inconclusive means small, poorly fitted or top-dose-only effect, or another doubt; inactive means no such curve, though single readings can be large; an effect the other way counts as inactive or inconclusive. On the % scale 0 is the no-effect control and ±100 the full control effect; potency means the concentration at half of the fitted maximal effect. This is a subset; the hit share may differ from the screen's.
SMILES,TDP1 cell CPT,TDP1 cell noCPT,KAT2A inh
COc1ccc(OC)c(NC(=O)Cn2c(=O)oc3cc(S(=O)(=O)NCc4ccccc4)ccc32)c1,u,15µM*,-7%
CCOc1ccc(NC(=O)CSc2nnc(C)n2CC2CCCO2)cc1 (centres undefined),-11%,0%,-19%
Cc1cc(C)cc(OCC(=O)O/N=C(\N)Cc2ccc([N+](=O)[O-])cc2)c1,7%,0%,-9%
O=C(COC(=O)c1cccs1)Nc1ccc(S(=O)(=O)N2CCOCC2)cc1,-16%,-12%,-6%
O=C(CN1CCS(=O)(=O)CC1)N/N=C/c1cccc(C(F)(F)F)c1,-17%,9%,3%
CC1CCN(c2c(NCC3CCC(C(=O)NCCCc4ccccc4)CC3)c(=O)c2=O)CC1 (centres undefined),-20%,-28%,-9%
CCc1ccccc1NC(=O)c1ccc2c(c1)CCCN2S(C)(=O)=O,-26%,-22%,u
O=C(CCc1ccccc1)NNC(=O)COc1ccccc1Cl,-2%,-1%,-5%
CC(=O)Nc1ccc(-n2c(=O)c3ccccc3c3ccccc3c2=O)cc1,u,-20%,0%
O=[N+]([O-])c1ccccc1S(=O)(=O)Nc1ccc(S(=O)(=O)N2CCOCC2)cc1,1%,-5%,1%
CCOc1ccc(CCNC(=O)c2cc3c(-c4ccccc4F)nn(C)c3s2)cc1,-5%,u,4%
COc1cc(C(=O)Nc2nc3nc(-c4ccccc4)cc(=O)n3[nH]2)cc(OC)c1OC,1%,5%,3%
CC(C)Cn1nc(NC(=O)c2cccs2)c2cc3ccccc3nc21,u,8.2µM*,-20%
O=C(CSc1ccc(-c2cccnc2)nn1)Nc1ccc(Br)cc1,u,u,-10%
CC(OCC(O)CN1CCN(S(=O)(=O)c2ccc(Cl)cc2)CC1)c1ccc(Cl)cc1 (centres undefined),12µM*,10µM*,x
CC1=C(C(=O)OC2CCCCCCC2)C(c2ccc(O)cc2)NC(=O)N1 (centres undefined),u,u,-4%
CN(C)c1ccc(/C=C2\SC(=O)N(CC(O)Cn3c4ccccc4c4ccccc43)C2=O)cc1 (centres undefined),u,u,-3%
O=C(Cn1c(CCCO)nc2ccccc21)Nc1ccccc1-c1ccccc1,0%,-28%,-6%
Cc1ccc(C(=O)OCc2cc(=O)n3nc(-c4cccs4)sc3n2)cc1,-10%,-22%,-6%
Cc1ccc(OCCn2cc(C(=O)O)c3ccccc32)cc1,5%,-4%,0%
CCN(CC)Cc1cc(C(=O)O)c(C)o1,-17%,-2%,2%
Cc1nccn1CCC(=O)NC1CCCc2c1cnn2-c1ccc(C(C)(C)C)cc1 (centres undefined),-66%,u,x
COc1cc(CNc2ccc3[nH]c(=O)[nH]c3c2)ccc1OCc1cccc(C)c1,u,u,-1%
COC(=O)c1c(C(C)=O)cnc2ccc(Br)cc12,5%,-3%,-6%
O=C(CN(Cc1ccco1)C(=O)CNS(=O)(=O)c1ccc(Cl)cc1)NC1CCCCC1,-23%,u,-5%

# Three structures from above, ordered by count of non-hydrogen atoms, high to low.
SMILES,TDP1 cell CPT,TDP1 cell noCPT,KAT2A inh
CC(=O)Nc1ccc(-n2c(=O)c3ccccc3c3ccccc3c2=O)cc1,u,-20%,0%
CC1=C(C(=O)OC2CCCCCCC2)C(c2ccc(O)cc2)NC(=O)N1 (centres undefined),u,u,-4%
O=C(CN1CCS(=O)(=O)CC1)N/N=C/c1cccc(C(F)(F)F)c1,-17%,9%,3%

# Other results
SMILES,TDP1 cell CPT,TDP1 cell noCPT,KAT2A inh
Cc1cc(Cl)ccc1OCC(=O)N(Cc1ccco1)c1c(N)n(Cc2ccccc2)c(=O)[nH]c1=O,u,u,x
COc1cc(/C=C(\C#N)C(=O)Nc2cc(C(F)(F)F)ccc2Cl)ccc1OCC(=O)Nc1cccc(C(F)(F)F)c1,23µM*,u,-4%
COc1ccc(C2C(C(N)=O)=C(C)Nc3ncnn32)cc1 (centres undefined),-20%,-4%,-3%
O=C(Nc1nccs1)c1cc(Cl)nc2ccccc12,-18%,-12%,-2%
COc1ccc(CNC(=O)CCNC(=O)N2CCn3c2nc2ccccc23)cc1,u,3%,-5%
CCCn1c(SCC(=O)c2c(N)n(C3CC3)c(=O)[nH]c2=O)nnc1-c1ccncc1,1%,5%,2%
COc1cccc(-n2cc(CNCc3cn(C)nc3-c3ccccc3F)cn2)c1,u,26µM*,-14%
CNC(=S)N(Cc1ccc(OC)cc1)Cc1cc2ccc(C)cc2[nH]c1=O,-20%,u,1%
COc1ccc(N2CCN(c3oc(Cc4ccccc4)nc3C#N)CC2)cc1,u,13µM*,u
COc1ccc(S(=O)(=O)N2CCOC2CNC(=O)C(=O)NCCN(C)C)cc1 (centres undefined),-14%,6%,-2%
O=C(N/N=C/c1cc(Cl)ccc1O)c1cccnc1,0.92µM*,1µM*,1%
O=C(NC1CCCCC1)c1sc(=S)n2c1[nH]c(=O)c1ccccc12,16µM*,23µM*,-7%
O=C1NC(=O)C(=Cc2ccc(Cl)c(Cl)c2)S1,1%,-29%,x
CCOC(=O)c1sc2c(c1C)c(=O)n(Cc1ccccc1)c(=O)n2CCN(C)C,u,-24%,-2%
O=c1c(-c2ccc(F)c(F)c2)nc2cncnc2n1Cc1ccc(F)cc1,15µM*,16µM*,-9%
COc1ccc(C(O)P(=O)(OCCC(C)C)c2ccc(N(C)C)cc2)cc1OC (centres undefined),9%,-7%,4%
COCCCNC(=S)NNC(=O)c1ccccc1Br,2%,-21%,28%
CC(NC(=O)c1cccc(S(=O)(=O)N2CCN(C)CC2)c1)c1ccc(Cl)cc1Cl (centres undefined),u,u,-5%
Cc1cc(=O)n(Cc2ccccc2)c(O)c1C#N,-2%,-13%,-19%
COc1ccc(NC(=O)CCc2nnc3n(Cc4ccc(C)cc4)c(=O)c4ccccc4n23)cc1,u,u,-8%
Cc1ccc2[nH]nc(C(=O)N3CCOc4ccc(CN5CCc6sccc6C5)cc4C3)c2c1,-4%[9.04 µM],u,x
CCc1cc(OCCN2C(=O)NC(C)(C)C2=O)ccc1Cl,u,u,-22%
O=C(Nc1ccc(Cl)c(Cl)c1)OCCNC(=O)c1cccc(Cl)c1,6.5µM*,12µM*,-4%
NC(=O)C1=C[C@@H](c2ccc(Br)cc2)C[C@@H](OCc2ccc(CO)cc2)O1,u,u,1%
CC(C)(Oc1ccc(Cl)cc1)C(=O)NCc1ccc(S(N)(=O)=O)cc1,5%,2%,-11%

# Part of the list above in a different format:
# The line under a structure holds: TDP1 cell CPT | TDP1 cell noCPT | KAT2A inh
- CNC(=S)N(Cc1ccc(OC)cc1)Cc1cc2ccc(C)cc2[nH]c1=O
  -20% | u | 1%
- COc1ccc(N2CCN(c3oc(Cc4ccccc4)nc3C#N)CC2)cc1
  u | 13µM* | u
- COc1ccc(S(=O)(=O)N2CCOC2CNC(=O)C(=O)NCCN(C)C)cc1 (centres undefined)
  -14% | 6% | -2%
- O=C(N/N=C/c1cc(Cl)ccc1O)c1cccnc1
  0.92µM* | 1µM* | 1%
- O=C(NC1CCCCC1)c1sc(=S)n2c1[nH]c(=O)c1ccccc12
  16µM* | 23µM* | -7%
- O=C1NC(=O)C(=Cc2ccc(Cl)c(Cl)c2)S1
  1% | -29% | x

# The results go on.
SMILES,TDP1 cell CPT,TDP1 cell noCPT,KAT2A inh
CCn1c(=O)c2sccc2n2c(CCCC(=O)N3CCN(c4cc(C)ccc4C)CC3)nnc12,6.5µM*,6.5µM*,-8%
COCCCNC(=S)N1CCC(C(=O)c2ccc(Cl)cc2)CC1,-65%,-69%,-3%
CCn1c(SCc2nc3ccccc3[nH]2)nnc1-c1ccncc1,-13%,-15%,-3%
Cc1c(C)c2ccc(OCC(=O)N[C@@H](Cc3c[nH]c4ccccc34)C(=O)O)cc2oc1=O,3%,-1%,-15%
Cc1ccc(Nc2ncnc3c2nc2n3CCCC2)cc1F,u,u,-5%
O=C(CSc1nnc(-c2cccnc2)n1Cc1ccco1)c1ccccc1,-8%,-23%,-4%
CCOC(=O)C1CCCN(C(=O)CS(=O)(=O)Cc2ccccc2)C1 (centres undefined),-12%,-18%,-7%
Cc1nc(SCC(=O)c2cccs2)c2oc3ccccc3c2n1,u,u,-3%
COc1ccc(CC(=O)Nc2ccc(F)c(S(=O)(=O)N3CCOCC3)c2)cc1,3%,-28%,x
CCO[C@H]1OC(C(N)=O)=C[C@@H](C)[C@@H]1CCCO,-4%,9%,-1%
O=C(c1ccc(CS(=O)Cc2ccccc2Cl)o1)N1CCN(c2ccccn2)CC1 (centres undefined),u,16µM*,-6%
CCCc1nc2ccc(C(=O)OC)cn2c1Cc1cccc(F)c1,u,u,x
COc1ccc(COC(=O)c2ccc(C)c(S(=O)(=O)N3CCOCC3)c2)cc1F,-24%,-29%,-7%
Cc1[nH]c2ccccc2c1C(c1ccccn1)c1c(C)[nH]c2ccccc12,-6%,-27%,-14%
O=C(c1ccc2nccnc2c1)N1CCCC(N2CCN(c3ccc(F)cc3)CC2)C1 (centres undefined),u,u,-3%
CCCOC(=O)c1ccc(NC(=O)c2cc(=O)[nH]c3ccccc23)cc1,-20%,1%,5%
c1ccc(CNc2ncnc3ccc(-c4cccnc4)cc23)cc1,15µM*,16µM*,u
COc1ccccc1-c1cnc(C(O)c2cccc(C)c2C)[nH]1 (centres undefined),15µM*,16µM*,x
CCc1nc(SCc2cc(=O)c3cc(F)ccc3[nH]2)n[nH]1,-14%,u,-6%
COc1ccc(CN2C(=O)CCC2(C)c2nnnn2Cc2ccccc2)cc1OC (centres undefined),-2%,-1%,x
Cc1cc(O)c(/C=N/Nc2ccc(Cl)cc2)c(=O)o1,23%,-14%,-14%
Cc1cccc(NC(=O)c2cc(NC(=O)C3CCCCC3C(=O)O)ccc2N2CCCCC2)c1 (centres undefined),-3%,0%,-8%
CNC(=O)c1ccsc1NC(=O)c1ccc(Cl)s1,-15%,u,-10%
COc1ccc(NC(=O)CSc2nnnn2C)cc1,21%,-1%,-6%
CC(C)[C@H](NC(=O)[C@H](Cc1ccccc1)n1c(=O)[nH]c2ccccc2c1=O)C(=O)N[C@@H](Cc1ccccc1)C(=O)O,8%,-1%,-25%

# Further records follow.
SMILES,TDP1 cell CPT,TDP1 cell noCPT,KAT2A inh
CCc1cccc(C)c1Nc1nc2ccccc2n2cnnc12,-7%,u,-4%
CSC1=C(C#N)C(c2ccc(C)cc2)C2=C(CCCC2=O)N1 (centres undefined),u,u,-7%
Cc1ccnc(NC(=O)c2ccc(Cl)c([N+](=O)[O-])c2)c1,-11%,-16%,-12%
CCN(CC(=O)Nc1ccc2c(c1)OCCO2)Cc1cc(=O)n2ccsc2n1,1%,2%,-12%
CCN(CC)C1CCN(C(=O)CCc2nnc(CCCCc3ccccc3)o2)C1 (centres undefined),-1%,-9%,4%
CC(=O)N1CCc2cc(S(=O)(=O)NCCC(=O)NCCc3ccccc3)ccc21,u,u,-7%
Cc1ccccc1C(=O)NC1CCN(CC(=O)NCc2ccc(F)cc2)CC1,3%,1%,-1%
Nc1c(Cl)cc(C=O)cc1Cl,15%,6%,x
COc1ccccc1-n1cnnc1SC1CCOC1=O (centres undefined),-3%,-4%,-3%
CCCOC(=O)/C(=C\c1ccc([N+](=O)[O-])o1)NC(=O)c1ccccc1,16µM*,21µM*,-1%
O=C1NCCCC1C(=O)N/N=C/c1ccc(Cl)cc1 (centres undefined),11%,-1%,-3%
Cc1sc(-n2c(C)cc(/C=C3\SC(=S)NC3=O)c2C)c(C#N)c1C,u,-28%,u
COc1ccc(/C=C2\SC(=O)N(CCNC(=O)C3=COCCO3)C2=O)cc1,1.3µM*,1.3µM*,-2%
CCOc1ccc(NC(=S)NN2C(C)CCCC2C)cc1 (centres undefined),u,u,-1%
CCCCN(C)C1=CC2=CC(=C(C#N)C#N)CCC2CC1 (centres undefined),u,u,-5%
O=C(Nc1ccc2oc(=O)ccc2c1)c1ccc(-c2ccc(Cl)cc2)o1,-23%,-27%,-10%
Cc1ccc(NC(=O)c2ccc(F)cc2F)cc1,-14%,18%,x
CC[C@]1(C(=O)OC)[C@H]2C(=O)N(C)C(=O)[C@H]2[C@H]2CN=C(SCc3ccc(C#N)cc3)N21,-10%,-4%,-9%
S=c1[nH]nc([C@@H]2C[C@H]2c2ccccc2)n1-c1ccccc1,0%,-4%,-1%
O=c1cc(NCc2ccco2)[nH]c(=O)n1-c1ccc(Br)cc1,u,-28%,-6%
O=C(Nc1cccc(S(=O)(=O)N2CCCCC2)c1)c1ccc2c(c1)OCO2,26µM*,16µM*,-7%
COc1cccc(S(=O)(=O)N2CCN(c3nc(-c4cccs4)nc4ccccc34)CC2)c1,14µM*,10µM*,x

# A few values from the entries so far.
# For KAT2A inh, CCCCN(C)C1=CC2=CC(=C(C#N)C#N)CCC2CC1 (centres undefined) has -5%
# For KAT2A inh, O=C1NCCCC1C(=O)N/N=C/c1ccc(Cl)cc1 (centres undefined) has -3%
